GLS inhibitor – blocks human kidney-isoform glutaminase activity | 0.21% of 410,000 active | GLS enzymatic activity, qHTS titration | AID 624170 | O94925 | Potency, µM (series often up to 45.5 µM), without a hit: at the highest dose activity change, negative = inhibition, most hits filed as inhibitors; further: potency means the concentration at half of the fitted maximal effect; on the % scale 0 is the no-effect control and ±100 the full control effect
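Read-out is an Amplex red fluorescence increase coupled through glutamate oxidase and HRP, measured before and after 30 min room-temperature incubation. hKGA is in 45 mM KH2PO4 (pH 8.2) with 0.02% Tween-20; glutamine added as 1mM solution.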
G9a inh – inhibitors of human histone lysine methyltransferase G9a. Q96KQ7. G9a H3K9 monomethylation, AlphaScreen, 2 h. Potency, µM (titrated, usually from 102 µM), without a hit: top-dose activity, negative = inhibition, actives largely listed as inhibitors. 8.8% of 350,000 active. AID 504332; further: potency means the concentration at half of the fitted maximal effect; on the % scale 0 is the no-effect control and ±100 the full control effect; nearly all actives have a fitted effect of over 75% in size
Target sequence (Q96KQ7 913-1193 limits assumed): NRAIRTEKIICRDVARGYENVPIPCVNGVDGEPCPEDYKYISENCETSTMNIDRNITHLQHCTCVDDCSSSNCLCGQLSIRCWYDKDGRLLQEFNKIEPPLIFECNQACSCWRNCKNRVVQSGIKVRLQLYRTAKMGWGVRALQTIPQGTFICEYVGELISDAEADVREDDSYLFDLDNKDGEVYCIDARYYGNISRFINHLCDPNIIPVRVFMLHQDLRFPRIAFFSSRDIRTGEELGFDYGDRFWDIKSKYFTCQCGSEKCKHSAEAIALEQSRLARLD
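Quantitative HTS format: methyltransferase activity on a biotin-tagged H3K9 peptide is measured by AlphaScreen, using a rabbit anti-monomethyl-H3K9 antibody with streptavidin donor and anti-IgG acceptor beads. Final levels are 20 nM enzyme, 500 nM peptide, 20 uM SAM; 2 h RT.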
POLH inh – DNA polymerase eta (human) inhibition | Potency, µM (series often up to 114 µM), for the others: top-dose activity change, negative = inhibition, hits mostly inhibitors | AID 588591 | Q9Y253 | 1.2% of 390,000 active | recombinant Pol eta, fluorescent DNA replication assay; further: potency means the concentration at half of the fitted maximal effect; on the % scale 0 is the no-effect control and ±100 the full control effect
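Pol eta (10 nM) was preincubated with compounds for 15 min at room temperature, after which fluorescent replication substrate (50 nM final) was added to start the reaction. Fluorescence was read kinetically at 0 and 10 min.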
BAZ2B inh – BAZ2B (human) inhibition. 4.4% of 360,000 active. Potency, µM (series often up to 114 µM), without a hit: at the highest dose activity change, negative = inhibition, actives largely listed as inhibitors. Q9UIF8. AlphaScreen BAZ2B-H3K14Ac peptide displacement; further: potency means the concentration at half of the fitted maximal effect; on the % scale 0 is the no-effect control and ±100 the full control effect; nearly all actives have a fitted effect of over 60% in size
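AlphaScreen displacement of biotin-H3(5-23)K14Ac peptide (50 nM final) from BAZ2B (50 nM final) in PBS pH 7.4, 0.01% Tween-20; complex preformed 30 min RT, then compounds (top 110 uM) 30 min RT, beads 20 min dark.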
PI4K2A block – inhibitors of human PI4K2A; purified PI4K2A, ADP-Glo luminescence, 1 h; hits give low values; activity change, negative = inhibition, % at 76.9 µM; 0.13% of 420,000 active; AID 1346378; in the data active means activity change below about -50%; inconclusive means mostly about -30% to -49%;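 further: -100% = wells without enzyme as full effect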
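In this quantitative HTS, ADP production by PI4K2A was quantified luminescently after 1 h at ambient temperature; 100 microM adenosine served as plate-quality control.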
JMJD2A Tudor – inhibitors of human JMJD2A Tudor domain. Potency, µM (top dose mostly 114 µM), inactives show at the highest dose activity change, negative = inhibition, hits mostly inhibitors. 4.4% of 390,000 active. AlphaScreen JMJD2A-Tudor / H3K4me3 peptide binding. AID 504339; further: potency means the concentration at half of the fitted maximal effect; on the % scale 0 is the no-effect control and ±100 the full control effect; nearly all actives have a fitted effect of over 50% in size
Pin1 inh – human Pin1 inhibition; Q13526; Pin1 FP peptide displacement, HiFluor488, 10 min; Potency, µM (highest dose often 115 µM), for the others: at the highest dose activity, negative = inhibition, usual class: inhibitors; 0.009% of 390,000 active; AID 504891; active means well fitted inhibition curve with a large enough effect in the polarisation, with a control signal flat, not every such curve was filed as active; inconclusive means small, poorly fitted or top-dose-only effect, or effect the other way, or a change in a side signal; inactive means no such curve, though single readings can be large or run the other way; the % refers to the polarisation; further: potency means the concentration at half of the fitted maximal effect; on the % scale 0 is the no-effect control and ±100 the full control effect
Target sequence (Q13526 whole entry, looked up): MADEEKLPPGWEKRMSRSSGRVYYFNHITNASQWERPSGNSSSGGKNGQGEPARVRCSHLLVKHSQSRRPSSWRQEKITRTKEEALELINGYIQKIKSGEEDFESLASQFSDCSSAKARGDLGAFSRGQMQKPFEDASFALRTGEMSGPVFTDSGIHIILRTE
PGK inhibitor – blocks T. brucei phosphoglycerate kinase. PGK/GAPDH coupled, Kinase-Glo luminescence, 60 min. Potency, µM (highest dose often 57.5 µM), inactives show at the highest dose activity change, negative = inhibition, actives largely listed as inhibitors. 0.043% of 380,000 active; further: potency means the concentration at half of the fitted maximal effect; on the % scale 0 is the no-effect control and ±100 the full control effect; nearly all actives have a fitted effect of over 60% in size
Target sequence (P07378 whole entry, looked up): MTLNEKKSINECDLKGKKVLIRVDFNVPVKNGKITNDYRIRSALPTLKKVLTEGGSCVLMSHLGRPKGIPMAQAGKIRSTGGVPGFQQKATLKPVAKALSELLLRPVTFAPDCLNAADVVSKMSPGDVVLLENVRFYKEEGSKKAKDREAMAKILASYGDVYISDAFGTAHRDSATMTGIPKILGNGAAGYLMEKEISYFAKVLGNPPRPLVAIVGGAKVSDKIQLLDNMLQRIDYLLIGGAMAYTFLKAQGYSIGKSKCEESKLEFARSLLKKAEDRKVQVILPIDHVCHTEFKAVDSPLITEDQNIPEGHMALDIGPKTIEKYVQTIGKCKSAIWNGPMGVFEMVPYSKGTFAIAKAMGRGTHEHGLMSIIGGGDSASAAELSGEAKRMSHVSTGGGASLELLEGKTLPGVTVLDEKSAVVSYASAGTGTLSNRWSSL
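Luminescent ATP detection (Kinase-Glo Plus) follows a 60-minute room-temperature incubation, with wells lacking PGK as controls. Buffer: 100 mM TEA (pH 7.6), 5 mM MgCl2, 0.01% Tween-20. Coupling enzyme GAPDH (100 nM final) supplies unstable 1,3-BPG in-well.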
HP1b chromo inh – inhibitors of HP1-beta chromodomain binding to methylated histone tails. AlphaScreen HP1-beta / biotin-H3K9me3 peptide binding. AID 540317. Potency, µM (highest dose often 114 µM), for the others: at the top dose activity change, negative = inhibition, hits mostly inhibitors. 0.56% of 390,000 active; further: potency means the concentration at half of the fitted maximal effect; nearly all actives have a fitted effect of over 70% in size; inactives centre near 23
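Compound inhibition of the preformed complex between 50 nM HP1-beta and 50 nM biotinylated H3K9me3 peptide was read by AlphaScreen. Buffer was PBS pH 7.4 with 0.01% Tween-20. Incubations ran 30 min at room temperature, with 10 ug/mL donor/acceptor beads.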
Starred values were filed as active, the others as inactive; i = inactive; ? = inconclusive; nt = no result given; & = joins results of further samples; [ ] = remark or other dose. Unless noted, the call rests on the fitted dose curve; in most records, active means well fitted curve in the direction sought with a large enough effect; inconclusive means small, poorly fitted or top-dose-only effect, or another doubt; inactive means no such curve, though single readings can be large; an effect the other way counts as inactive or inconclusive. This is a subset; count on the stated rates, not on these rows.

nr	SMILES	GLS inhibitor	G9a inh	POLH inh	BAZ2B inh	PI4K2A block	JMJD2A Tudor	Pin1 inh	PGK inhibitor	HP1b chromo inh
1	Cc1c(C)n(C)c2ccc(C(=O)NCCCN3CCN(c4ccc(F)cc4)CC3)cc12	-4%	40µM*	5%	35µM*	3	56µM*	1%	-7%	?
2	O=[N+]([O-])c1ccc(-c2cn(-c3ccccc3)c(=S)[nH]2)cc1	7%	?	-6%	5%	-8	-13%	2%	-2%	10%
3	COC(=O)c1ccc(NC(=O)c2ccccc2C(=O)Nc2ccc(C(=O)OC)cc2)cc1	-2%	nt	-15%	nt	2	-7%	1%	7%	15%
4	CSc1ncccc1C(=O)NCC12CC3CC(CC(C3)C1)C2	-2%	0%	-24%	1%	0	1%[57.1 µM]	0%	-7%	25%
5	CC1CCN(C(=O)C2CCN(S(=O)(=O)c3cnc[nH]3)CC2)CC1	-1%	3%[59 µM]	-10%	8%	4	-9%	-8%	-5%	27%
6	COC(=O)CC1=NN(c2ccc(OC)cc2)C(=O)C1	?	nt	-23%	-11%	2	2%	-9%	2%	18%
7	CCOc1cccc(-c2nn3c(-c4ccco4)nnc3s2)c1	-4%	?	20µM*	-3%	-1	-33%	58%[activator]	-4%	16%
8	O=c1[nH]c(=O)n(C(c2ccccc2)(c2ccccc2)c2ccccc2)cc1N(CCO)CCO	33%	nt	-6%	nt	5	-21%	2%	0%	17%
9	Cc1sc2ncnc(SCC(=O)N3CCCC3=O)c2c1C	2%	?	-16%	-3%	2	-1%	9%	5%	38%
10	Cc1ccc(-n2nc3ccc(N)cc3n2)cc1C	5%	10µM*	-3%	50µM*	-4	-25%	4%	-1%	-12%

Single records (already shown). Values in the order: GLS inhibitor | G9a inh | POLH inh | BAZ2B inh | PI4K2A block | JMJD2A Tudor | Pin1 inh | PGK inhibitor | HP1b chromo inh
Results for `O=c1[nH]c(=O)n(C(c2ccccc2)(c2ccccc2)c2ccccc2)cc1N(CCO)CCO` → 33% | nt | -6% | nt | 5 | -21% | 2% | 0% | 17%
Results for `COC(=O)c1ccc(NC(=O)c2ccccc2C(=O)Nc2ccc(C(=O)OC)cc2)cc1` → -2% | nt | -15% | nt | 2 | -7% | 1% | 7% | 15%
Results for `CC1CCN(C(=O)C2CCN(S(=O)(=O)c3cnc[nH]3)CC2)CC1` → -1% | 3%[59 µM] | -10% | 8% | 4 | -9% | -8% | -5% | 27%
Results for `COC(=O)CC1=NN(c2ccc(OC)cc2)C(=O)C1` → ? | nt | -23% | -11% | 2 | 2% | -9% | 2% | 18%

Carrying on:
nr	SMILES	GLS inhibitor	G9a inh	POLH inh	BAZ2B inh	PI4K2A block	JMJD2A Tudor	Pin1 inh	PGK inhibitor	HP1b chromo inh
11	CS(=O)(=O)N1CCN(C(=O)NC23CC4CC(CC(C4)C2)C3)CC1	2%	5%[12.7 µM]	-11%	11%	4	-7%	4%	-10%	65%
12	Cc1ccc(OCCn2cnc3c2c(=O)n(C)c(=O)n3C)cc1	0%	45µM*	2%	1%	-2	-6%	1%	-2%	29%
13	Cc1ccc2nc(/N=C(\N)NC(=O)NC3CCCCC3)nc(C)c2c1	-9%	1%	-7%	-27%	-1	-26%	-2%	-2%	33%
14	COc1nnc(-c2ccc(C(=O)N3C[C@@H]4C[C@H](C3)c3cccc(=O)n3C4)cc2)c2ccccc12	4%	-1%	?	-3%	16	-21%	30%[activator]	2%	41%[activator]
15	CC(C)C(=O)Nc1nc(-c2ccccc2)ns1	1%	6%[59 µM]	2%	8%	5	-30%	3%	0%	37%
16	CCO/C(=C/c1sc2ccc(OC)cc2[n+]1CCCS(=O)(=O)[O-])CC	nt	-3%[59 µM]	-3%	-10%	-8	23%	-12%	-14%	69%[activator]
17	CCOC(=O)CN1C(=O)C(C)(C)Oc2ccc(C(=O)Nc3ccccc3OC)cc21	8%	-3%[2.33 µM]	-10%	7%	2	-3%	-6%	-2%	37%
18	O=C(CSc1ncnc2sc3c(c12)CCC3)N1CCOCC1	19%	-13%[59 µM]	35µM*	?	-15	?	?	-9%	-22%
19	NC(=O)c1c(NC(=O)CCCC(=O)O)sc2c1CCCCCC2	16%	50µM*	-17%	2%	-4	-31%[57.1 µM]	-2%	6%	?
20	CCOc1ccc(NC(=O)c2c(N)n(C)c(=O)[nH]c2=O)cc1	-2%	nt	3%	nt	-5	-3%	0%	-2%	35%

Quoted from the listing.
Value for no. 14 in GLS inhibitor: 4%
Value for no. 16 in BAZ2B inh: -10%
Value for no. 20 in GLS inhibitor: -2%
Value for no. 15 in BAZ2B inh: 8%

(continued)
nr	SMILES	GLS inhibitor	G9a inh	POLH inh	BAZ2B inh	PI4K2A block	JMJD2A Tudor	Pin1 inh	PGK inhibitor	HP1b chromo inh
21	O=C(O)CN1C(=O)/C(=C\c2cc(Br)ccc2OCc2ccc([N+](=O)[O-])cc2)SC1=S	-3%	20µM*	28µM*	45µM*	-12	56µM*	nt	?	-38%
22	C=CCn1c(SCC(=O)Nc2nnc(CC)s2)nnc1-c1cccnc1	11%	-11%[0.501 µM]	3%	-8%	15	-11%	1%	-7%	25%
23	CC(C(=O)NC1CC1)c1ncc(C(F)(F)F)cc1Cl (stereo not drawn)	-4%	19%[59 µM]	-25%	0%	-3	-1%	-6%	3%	30%
24	CN1CCN(CCC(=O)Nc2cccc(F)c2)CC1	0%	-85%	-14%	-2%	12	0%	2%	i	43%[activator]
25	COC(=O)C1=C(C(=O)OC)[C@]2([C@H]3CCCCN[C@@H](Cc4ccccc4)C(=O)N3Cc3ccccc3)C=C[C@H]1O2	0%	nt	-9%	nt	0	-31%	26%	6%	1%
26	C=CCN(c1ccccc1Cl)S(=O)(=O)c1cc(C(=O)N2CCCC2)ccc1Cl	3%	nt	-22%	-4%	-4	-23%	-2%	-9%	17%
27	O=C(Nc1ccc(-c2cn3cccnc3n2)cc1)c1ccccc1F	2%	-3%[59 µM]	2%	-3%	-1	-15%	15%	8%	7%[57 µM]
28	CCc1ccccc1NC(=O)C1CCN(C(=O)N2CCOc3ccccc32)CC1	-2%	12%	-5%	-2%	6	-6%	-1%	-2%	18%
29	CC(C)c1ccccc1NC(=O)CSc1nnc(COc2ccccc2Cl)o1	-1%	-25%[59 µM]	-13%	17%	-3	10%	3%	4%	34%
30	O=C(CN1C(=O)C2C3C=CC(C3)C2C1=O)Nc1cccc(S(=O)(=O)N2CCCC2)c1 (stereo not drawn)	9%	3%	-14%	2%	-5	-9%	0%	-2%	0%
31	O=S(=O)(c1ccccc1)N1CCN(c2ccccc2)CC1	3%	7%	-10%	-9%	-3	-12%&-1%	0%&4%	3%	44%&26%[activator]
32	OC(CN1CCOCC1)CN1CCOCC1	9%	?	-3%	0%	13	-22%	-1%	-2%	14%
33	CC(C)CN(C(=O)COC(=O)CCCc1nc2ccccc2s1)c1c(N)n(Cc2ccccc2)c(=O)[nH]c1=O	11%	-30%	-3%	-5%	4	-13%	11%	3%	4%
34	CCCCC1(c2ccc(F)cc2)NC(=O)N(CC(=O)N2CCN(C(=O)c3ccco3)CC2)C1=O (stereo not drawn)	-10%	-2%	-15%	-31%	2	-14%	-2%	-9%	18%
35	C/C(Cc1ccccc1)=N\NC(=O)CNC(=O)c1ccccc1F	-2%	18%	8%	-14%	3	-8%	-2%	-4%	42%[activator]
36	O=[N+]([O-])c1ccccc1N/N=C/c1c[nH]c2ccccc12	23%	?	-5%	10µM*	-10	11µM*	-5%	-6%	13µM*
37	Clc1ccc(C[n+]2cc(-c3ccccc3)n3c2CCC3)cc1Cl	22%	-1%	-13%	6%	3	-12%	-6%	4%	24%
38	O=C1c2oc3ccc(F)cc3c(=O)c2C(c2cccc(O)c2)N1CCCN1CCOCC1 (stereo not drawn)	2%	-14%	-12%	-12%	-6	-6%	2%	2%	61%[activator]
39	Cc1cccc(OCC(=O)NCC(=O)N/N=C/c2cc(Br)cc(Br)c2O)c1	12%	49%[activator]	-24%	6%	2	-28%	39%[activator]	i	3%[57 µM]
40	COc1ccc(-n2nc(C(=O)NCC(=O)N3CCOCC3)c3ccccc3c2=O)cc1Cl	10%	-3%	-15%	0%	-1	-16%	1%	-8%	-4%
41	CCN(CC)C(=O)c1cn(CCC#N)nc1-c1ccc2c(c1)OCCO2	3%	-9%[59 µM]	-7%	-17%	0	-11%	3%	-2%	34%
42	COc1cccc(N2CCN(c3ccc4nnc(CCC(=O)N5CCN(C)CC5)n4n3)CC2)c1	11%	?	-5%	-12%	-12	-5%	-6%	-4%	12%[57 µM]
43	COc1cccc(C(=O)Nc2sc3c(c2C#N)CCN(C(C)=O)C3)c1	3%	5µM*	-5%	nt	-2	-30%	35%[activator]	i	?
44	Cc1ccc(/C=C/c2onc(C)c2S(=O)(=O)N2CCC(C(=O)N3CCN(c4cccc(C)c4)C(C)C3)CC2)cc1 (stereo not drawn)	11%	-25%[59 µM]	-6%	-20%	-2	-18%	-5%	-8%	9%[57 µM]
45	O=C(N/N=C/c1c[nH]c2ccccc12)c1ccc(O)c(O)c1	11µM*	-21%	?	-18%	-17	-24%	3%	-13%	11%

From PubChem
